Rab9 prom act: qHTS Assay for Rab9 Promoter Activators | Potency, µM (titrated, usually from 9.22 µM), without a hit: at the highest dose activation, negative = inhibition, actives largely listed as activators | 320,000 compounds, 2.8% hits | AID 485297, 2010 | Huh7 Rab9 promoter-luciferase reporter, luminescence, 24 h; note: potency is the fitted concentration of half-maximal effect; % of control where 0% means no effect; nearly all actives have a fitted effect of over 60% in size
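Using Huh7 cells stably transfected with Rab9 promoter–luciferase, compounds were incubated 24 h at 37 °C, 5% CO2; luciferase luminescence was read 10 min after reagent addition.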
Tb PFK inh: qHTS Assay to Find Inhibitors of T. brucei phosphofructokinase; ATP-dependent 6-phosphofructokinase (Trypanosoma brucei brucei), O15648; T. brucei PFK, ADP-Glo luminescence; Potency, µM (titrated, usually from 57.5 µM), for the others: at the highest dose activity, negative = inhibition, actives largely listed as inhibitors; 330,000 compounds, 0.17% hits; AID 485367, 2010;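 note: potency is the fitted concentration of half-maximal effect; 0% = uninhibited 1x PFK enzyme wells and -100% = no-enzyme wells; nearly all actives have a fitted effect of over 60% in size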
Target sequence (O15648 whole entry, looked up): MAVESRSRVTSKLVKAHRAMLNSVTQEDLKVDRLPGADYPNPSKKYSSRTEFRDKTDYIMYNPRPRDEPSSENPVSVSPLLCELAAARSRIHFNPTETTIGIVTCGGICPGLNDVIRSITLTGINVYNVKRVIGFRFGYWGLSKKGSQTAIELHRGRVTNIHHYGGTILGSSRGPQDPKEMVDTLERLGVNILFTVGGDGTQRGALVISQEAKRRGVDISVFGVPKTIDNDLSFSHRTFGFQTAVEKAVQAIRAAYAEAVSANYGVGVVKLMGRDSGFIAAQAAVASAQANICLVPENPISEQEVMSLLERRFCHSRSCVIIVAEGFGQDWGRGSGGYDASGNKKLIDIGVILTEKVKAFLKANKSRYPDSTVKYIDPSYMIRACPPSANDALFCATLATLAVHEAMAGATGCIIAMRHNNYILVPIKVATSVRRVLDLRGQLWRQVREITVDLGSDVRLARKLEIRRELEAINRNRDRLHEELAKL
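Compounds were pin-transferred as a titration series up to 57 uM into substrate buffer (0.5 mM F6P, 0.1 mM ATP, pH 8.0), then 1.25 nM PFK was added and reactions ran 45 min before ADP-Glo detection.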
uPA surface inh: qHTS for Inhibitors of Cell Surface uPA Generation | 330,000 compounds, 0.31% hits | cell surface uPA generation assay, qHTS | Potency, µM (top dose mostly 38.3 µM), inactives show at the highest dose activity change, negative = inhibition, most hits filed as inhibitors; active = well fitted inhibition curve with a large enough effect; inconclusive = small, poorly fitted or top-dose-only effect; inactive = no such curve, though single readings can be large or run the other way; tested in mouse RAW 264.7 cells; note: potency is the fitted concentration of half-maximal effect; % is set by controls: 0 for no effect and ±100 for the full control effect; nearly all actives have a fitted effect of over 55% in size
FLuc modulator: qHTS profiling assay for firefly luciferase inhibitor/activator using purifed enzyme and Km concentrations of substrates (counterscreen for miR-21 project); 360,000 compounds, 6.9% hits; purified FLuc, Km substrates, luminescence inhibition; Potency, µM (doses to about 57.5 µM), inactives show top-dose activity change, negative = inhibition, usual class: inhibitors; Luciferin 4-monooxygenase (Photinus pyralis), P08659; AID 588342, 2011;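 note: potency is the fitted concentration of half-maximal effect; plate controls were vehicle for no effect and reference inhibitor for full effect; nearly all actives have a fitted effect of over 55% in size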
Target sequence (P08659 whole entry, looked up): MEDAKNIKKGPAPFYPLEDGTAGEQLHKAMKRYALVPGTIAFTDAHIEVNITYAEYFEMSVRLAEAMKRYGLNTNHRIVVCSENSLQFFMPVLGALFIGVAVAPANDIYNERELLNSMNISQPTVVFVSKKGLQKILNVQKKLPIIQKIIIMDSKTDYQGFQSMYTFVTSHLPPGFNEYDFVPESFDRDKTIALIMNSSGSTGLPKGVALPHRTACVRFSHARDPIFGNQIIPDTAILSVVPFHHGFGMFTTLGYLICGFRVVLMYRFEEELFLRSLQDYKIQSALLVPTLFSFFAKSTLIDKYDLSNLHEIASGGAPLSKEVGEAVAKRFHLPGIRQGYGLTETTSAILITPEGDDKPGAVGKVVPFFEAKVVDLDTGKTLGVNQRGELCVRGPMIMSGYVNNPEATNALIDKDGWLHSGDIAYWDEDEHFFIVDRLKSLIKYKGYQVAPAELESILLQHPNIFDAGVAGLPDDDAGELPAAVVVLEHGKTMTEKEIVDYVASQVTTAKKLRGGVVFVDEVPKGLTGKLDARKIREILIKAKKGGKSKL
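Purified P. pyralis luciferase (10nM final) with 10uM D-luciferin and 10uM ATP (Km levels) in 50mM Tris acetate pH 7.5, 10mM Mg acetate, 0.01% Tween-20, 0.05% BSA; qHTS 6-point titration, ~60 µM downward; luminescence read.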
FBPA coupling cs: qHTS Assay for Inhibitors of Fructose-1,6-bisphosphate Aldolase from Giardia Lamblia: Coupling assay counterscreen; coupling enzyme system counterscreen, AmpLite Red fluorescence; activity change, negative = inhibition, % at 58.2 µM, hits read low; 290,000 compounds, 0.67% hits; AID 2472, 2010; in the data active = activity change below about -30%; note: % is set by controls: 0 for no effect and ±100 for the full control effect
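Coupling enzymes only (glyceraldehyde-3-phosphate) + compound, at 57.5 uM final, 10 min RT; add substrate/coupling/AmpLite Red mix, 20 min RT; fluorescence ex 525/em 598 nm. Actives flag coupling-system interference.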
Giardia killer: Small Molecules that selectively kill Giardia lamblia: qHTS. activity change, % at 7.66 µM, hits read low. 340,000 compounds, 0.15% hits. Giardia lamblia trophozoite viability; in the data active = activity change below about -80%; inconclusive = between about -30% and that limit;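 note: parasites exposed to compound for two days anaerobically before the ATP read; % is set by controls: 0 for no effect and ±100 for the full control effect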
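Anaerobic 48 hrs incubation at 37 deg C of 100 trophozoites/well with test compounds; ATPLite 1-Step luminescence, 15-30 min RT, reports cellular ATP as viability.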
ELG1 genotox: qHTS screen for small molecules that induce genotoxicity in human embryonic kidney (HEK293T) cells expressing luciferase-tagged ELG1 | HEK293T ELG1-luciferase reporter, luminescence, 16 h | 330,000 compounds, 1.3% hits | Potency, µM (top dose mostly 46 µM), without a hit: top-dose activity change, positive = activation, most hits filed as activators; note: potency is the fitted concentration of half-maximal effect; % of control where 0% means no effect; nearly all actives have a fitted effect of over 60% in size
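After overnight (16 hr) compound treatment at 37 °C, ELG1-luciferase HEK293T cells were lysed with ONE-Glo; luminescence quantified 30 min later at room temperature.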
RORg inh: qHTS for inhibitors of ROR gamma transcriptional activity; Nuclear receptor ROR-gamma (Mus musculus), P51450; Drosophila S2 Gal4-RORgamma UAS-luciferase reporter, 20 h; Potency, µM (top dose mostly 53.6 µM), for inactives: at the top dose activity change, negative = inhibition, actives largely listed as inhibitors; 310,000 compounds, 5.4% hits; AID 2551, 2010; note: potency is the fitted concentration of half-maximal effect; % is set by controls: 0 for no effect and ±100 for the full control effect; nearly all actives have a fitted effect of over 60% in size
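Read-out: Photinus luciferase luminescence; inhibitors lower reporter signal. Insect Schneider cells with Gal4-ROR gamma fusion under metallothionein promoter, UAS reporter; 700 uM final copper sulfate induction, 20 hr, ambient temperature.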
KCNH2 3.1 block: qHTS for Inhibitors of KCHN2 3.1: Mutant qHTS; Potassium voltage-gated channel subfamily H member 2, brain isoform KCNH2 3.1 (human); U2OS KCNH2 3.1, thallium flux FluxOr; stronger effect = lower value; activity change, % (tested at about 1.8 µM); 340,000 compounds, 0.95% hits; AID 720553, 2013;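 active = maximum activity change below -70%; inconclusive = maximum activity change from -70% to -50%; inactive = maximum activity change above -50%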;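 note: thallium influx rate constant from kinetic fluorescence after stimulation buffer; % is set by controls: 0 for no effect and ±100 for the full control effect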
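Measured as rate of thallium-driven FluxOr signal in transduced U2OS cells carrying the 3.1 channel, read kinetically for 2 min upon stimulation; values are rate constants scaled to DMSO control wells.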
NPC1 promoter act: qHTS Assay for NPC1 Promoter Activators; AID 485313, 2010; Huh7 NPC1 promoter luciferase reporter, 24 h; Potency, µM (highest dose often 9.22 µM), inactives show at the highest dose activation, hits mostly activators; 320,000 compounds, 2.4% hits;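 note: potency is the fitted concentration of half-maximal effect; % of control where 0% means no effect; nearly all actives have a fitted effect of over 60% in size; reporter is driven by a mutant NPC1 promoter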
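Luciferase expression driven by the NPC1 promoter was measured in stably transfected Huh7 cells after a 24 h compound incubation, using a luciferase reagent and a luminescence read.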
Gal4-VP16 FLuc: VP16 counterscreen qHTS for inhibitors of ROR gamma transcriptional activity. Drosophila S2 Gal4-VP16 UAS-luciferase, luminescence, 20 h. Potency, µM (doses to about 53.6 µM), without a hit: top-dose activity, negative = inhibition, actives largely listed as inhibitors. 310,000 compounds, 3.5% hits;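 note: Gal4-VP16 expression switched on by copper sulfate through the metallothionein promoter; potency is the fitted concentration of half-maximal effect; % is set by controls: 0 for no effect and ±100 for the full control effect; nearly all actives have a fitted effect of over 50% in size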
Active calls of the source: *; ? = inconclusive; · = not tested or not shown; & = joins results of further samples; [ ] = another dose, or the depositor's remark. Unless noted, calls come from the whole dose curve; as a rule, active = well fitted curve in the direction sought with a large enough effect; inconclusive = small, poorly fitted or top-dose-only effect, or another doubt; inactive = no such curve, though single readings can be large; an effect the other way counts as inactive or inconclusive.

SMILES	Rab9 prom act	Tb PFK inh	uPA surface inh	FLuc modulator	FBPA coupling cs	Giardia killer	ELG1 genotox	RORg inh	KCNH2 3.1 block	NPC1 promoter act	Gal4-VP16 FLuc
Cc1cccc(NC(=O)CSc2nc(C)c(Cc3ccccc3)c(=O)[nH]2)c1C	-6%	4%	·	-3%&1%	1	·	0%	-2%	·	-2%	-1%
CC(=O)C1=C(O)C(=O)N(Cc2cccnc2)C1c1ccc(C)cc1 (centres undefined)	-3%	0%	·	6%	7	·	1%	-19%	·	-2%	4%
Cc1cccc(NC(=O)c2ccc(OCc3c(C)noc3C)cc2)c1	1%	-4%	-1%	·	·	-23	3%	·	-1	10%	·
CCOC(=O)c1cnc2c(C)cccc2c1NCc1ccco1	1%	2%	-12%	-8%	-6	11	-4%	32%	-22	2%	-14%
Cc1ccc(S(=O)(=O)N(C)c2nc3ccccc3[nH]c2=S)cc1	-3%	1%	2%	?	3	3	-5%	4.5µM*	9	0%	-10%
COC(=O)CSc1nnc(CNS(=O)(=O)c2ccc(C)cc2)n1C	14%	1%	-1%	1%	3	-8	-8%	14%	4	10%	1%
COc1cccc(NC(=S)N(CCCN2CCOCC2)C(C)c2cc3cccc(OC)c3o2)c1 (centres undefined)	-9%	0%	?	-1%	-7	1	?	32%	-4	-5%	-4%[10 µM]
O=C(c1ccc(NS(=O)(=O)c2ccc(F)cc2)cc1)N1CCN(c2ccccc2O)CC1	-9%	1%	-6%	4%	·	2	-7%	?	20	2%	-3%
CCSc1nc2sc3c(c2c(=O)[nH]1)CC(C)(C)OC3	10%	2%	-3%	?	-1	-7	12%	-2%	16	3%	2%
Cc1ccc(NC(=O)c2cc(NC(=O)CCC(=O)O)ccc2N2CCCCC2)cc1	-3%	3%	5%	0%	4	-8	2%	-4%	6	-5%	-7%
COC(CNC(=O)C1CCCN(S(=O)(=O)c2ccc3c(c2)oc(=O)n3C)C1)OC (centres undefined)	0%	0%	-1%	5%	0	2	4%	-11%	14	-3%	-7%
CCOc1cc(C(=O)N/N=C/C(Br)=C/c2ccccc2)cc(OCC)c1OCC	-25%	4%	-5%	-3%	0	13	6%	11%[10 µM]	-14	-22%	2%
CC1Cc2ccccc2N1C(=O)Cn1c(=O)oc2cc(S(=O)(=O)NC3CCCC3)ccc21 (centres undefined)	1%	-1%	-8%	1%	-2	-14	-2%	-8%	7	2%	-5%
Cc1cnc(=O)[nH]c1SCc1ccccc1F	-1%	-17%	9%	0%	-4	5	0%	14%	6	-5%	-12%
COc1ccc(C2C(C(=O)c3sc(C)nc3C)=C(O)C(=O)N2CCN(C)C)cc1 (centres undefined)	-12%[1.84 µM]	3%	-1%	4%	-1	-15	1%	-19%	-2	-3%	0%
O=c1[nH][nH]c2ccccc2c1=O	9%	2%	4%	-3%	2	-3	-1%	18%	5	0%	-2%
CN(C(=O)CO/N=C/c1ccc(Cl)cc1)c1ccccc1	0%	-10%	4%	-2%	1	16	-1%	29%	-2	-4%	11%
COc1ccccc1NC(=O)CSc1nnc(NC(=O)C2CC2)s1	2%	0%	-1%	?	3	10	3%	9%	10	-2%	1%
Cc1cc(F)c(F)c(C(=O)N2CCOCC2)c1Cl	-6%	-2%	-1%	2%	2	3	1%	13%	-9	-1%	-6%
CC(C)C(NC(=O)c1ccco1)C(=O)NCc1ccc(C(=O)O)cc1 (centres undefined)	-1%	-7%	0%	1%	0	-26	-2%	10%	-2	-5%	10%
CCS(=O)(=O)Nc1c(C(=O)OC)[nH]c2ccccc12	1%	0%	-1%	-5%	-2	-7	0%	-35%	-7	12%	-1%
O=C(Nc1ccc(F)cc1F)c1ccc2ncsc2c1	4µM*	2%	0%	27µM*	3	19	13%[9.26 µM]	27%	-3	2.5µM*	5%
CCOC(=O)CN(C(=O)CSc1nnc(Cc2ccccc2)n1-c1ccc(C)cc1)c1ccccc1	0%	0%	7%	1%	-1	25	-4%	33%	5	-1%	-1%
Cc1sc2ncnc(SCC(=O)N3CCCC(C(N)=O)C3)c2c1C (centres undefined)	-5%	-1%	0%	1%	·	5	2%	·	-4	4%	·
O=C1c2ccccc2C(Nc2ccc3nc(-c4cccnc4)[nH]c3c2)N1Cc1ccco1 (centres undefined)	0%	?	-3%	?	4	-22	-4%	6%	5	1%	-5%
C[C@H](Cc1ccccc1)Nc1ncnc2c1ncn2[C@@H]1O[C@H](CO)[C@@H](O)[C@H]1O	13%	-4%	-2%	-3%	·	-29	13µM*	·	18	-2%	·
Cn1cc(/C=N/NC(=O)c2ccccc2O)c2ccccc21	26%	22%	-8%	4.8µM*	-1	4	9%	0.56µM*	-5	?	0.89µM*
COc1ccc(S(=O)(=O)c2c(O)c3ccc(C(=O)Nc4cccc(F)c4)cc3[nH]c2=O)cc1	-1%	-14%	7%	?	15	4	1%[9.26 µM]	2%	6	2%	-7%
CN(Cc1nc(CCc2ccccc2)no1)Cc1cccs1	18%	-1%	-3%	-21%	1	-8	6%	?	17	17%	-14%
CCC(CC)C(=O)c1c[nH]c(C(=O)NCc2ccccn2)c1	-6%	5%	2%	-3%	0	22	-4%	-4%	8	-3%	-2%
Cc1cc(=O)c2c([nH]1)c(C)cc1[nH]c(C)c(C)c12	-2%	3%	11%	-4%	·	-17	1%	·	-10	1%	·
Cc1ccc(/C=C/C(=O)NC(C)c2ccccc2)cc1 (centres undefined)	0%	8%	0%	?	-2	5	1%	0%	-13	-6%	-7%
Cc1cc(C(c2nnnn2Cc2ccccc2)N2CCOCC2)c(C)n1-c1ccc2c(c1)OCO2 (centres undefined)	7%	3%	?	3%	-5	-21	-3%	-43%	-9	-5%	4%
COc1ccc(NC(=O)C(CC(=O)O)Cc2ccccc2)cc1 (centres undefined)	13%	2%	·	-16%	2	33[activator]	-1%	2%	-6	5%	1%
O=C(Nc1cccc(Cl)c1)c1ccc2c(c1)SC1=NS(=O)(=O)CCN12	-10%	0%	-1%	4%	-5	-19	1%	1%	·	-5%	0%
CCOc1ccc(NC(=O)CNc2cccc(S(=O)(=O)N3CCCCCC3)c2)cc1OCC	·	9%	-11%	·	·	9	-1%	·	-17	·	·
O=C1CCC/C(=N\NC(=O)c2ccc(COc3ccccc3-c3ccccc3)cc2)C1	-4%	2%	12%	?	-2	12	-3%	?	-1	-3%	3%
O=C(c1cc(S(=O)(=O)N2CCOCC2)c(Cl)cc1Cl)N1CCCC1	0%	-1%	1%	-2%	·	10	-1%	·	-7	0%	·
CCC(C)C(=O)Nc1ccc(S(=O)(=O)N2CCCC2)cc1 (centres undefined)	-6%	1%	18%	4%	1	10	3%	5%	0	-2%	4%
Cc1cccc(CCNS(=O)(=O)c2ccc3c(c2)oc(=O)n3C)c1	-1%	1%	-5%	0%	0	7	-2%	28%	-13	0%	1%
O=C(N1CCN(S(=O)(=O)c2ccc(Cl)cc2)CC1)n1ccnc1	·	0%	-5%	·	·	-23	0%	·	4	·	·
COc1cccc2c1C(CO)N1C(C#N)C3CC(C(=O)O)C(C1C2)N3C (centres undefined)	-51%[inhibitor]	4%	-87%	-1%	-3	?	-6%	7.1µM*	4	-51%[inhibitor]	10µM*
Cc1ccc(-c2nc3ccccc3c(=O)n2NC(=S)N(C)C)cc1	-4%	0%	-24%	-1%	1	28	1%	21%	0	0%	-3%
CN(C1CCCCC1)S(=O)(=O)c1ccc2c(c1)c(=O)c(C(=O)NCCCN1CCCC1)cn2C	3%	3%	0%	4%	4	-11	3%	27%	0	-2%	-9%
O=c1[nH]c2ccccc2cc1CN(Cc1ccco1)S(=O)(=O)c1ccc(F)cc1	4%	1%	-9%	2%	·	-3	-9%	26%	-12	-5%	3%
COc1ccc(N/C(=N\c2nc(C)cc(C)n2)NC(=O)C(C)C)cc1OC	0%	0%	0%	1%	2	4	3%	-21%	0	0%	-3%
C=CCn1c2ccccc2c2nnc(SC(CC)C(=O)Nc3sc4c(c3C#N)CCCC4)nc21 (centres undefined)	-3%	0%	1%	-1%	-1	13	5%	4%	-19	0%	-3%
Cc1ccc(OC(C)C(=O)Nc2ccncc2)cc1 (centres undefined)	-2%	-4%	1%	-1%	-1	16	-8%	?	2	-3%	18µM*
CC(C)(C)c1ccc(NC(=O)COC(=O)CCN2C(=O)c3cccc([N+](=O)[O-])c3C2=O)cc1	11%	9%	-12%	?	5	-16	0%	27%	1	2%	17%

Screening results from PubChem BioAssay.
